Compound activity: PubChem, several laboratories
NPR2 activator – GC-B (human) receptor activation | 0.11% of 370,000 active | AID 1920062 | P20594 | HEK293-GC-B cells, CNP EC30, cGMP TR-FRET; 0% at EC30 CNP, 100% saturating CNP | activation, % at 10 µM;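 active means activation at 10 µM reaching about 35% in either raw or pattern-adjusted values, limit read from the data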
Target sequence (P20594 whole entry, looked up): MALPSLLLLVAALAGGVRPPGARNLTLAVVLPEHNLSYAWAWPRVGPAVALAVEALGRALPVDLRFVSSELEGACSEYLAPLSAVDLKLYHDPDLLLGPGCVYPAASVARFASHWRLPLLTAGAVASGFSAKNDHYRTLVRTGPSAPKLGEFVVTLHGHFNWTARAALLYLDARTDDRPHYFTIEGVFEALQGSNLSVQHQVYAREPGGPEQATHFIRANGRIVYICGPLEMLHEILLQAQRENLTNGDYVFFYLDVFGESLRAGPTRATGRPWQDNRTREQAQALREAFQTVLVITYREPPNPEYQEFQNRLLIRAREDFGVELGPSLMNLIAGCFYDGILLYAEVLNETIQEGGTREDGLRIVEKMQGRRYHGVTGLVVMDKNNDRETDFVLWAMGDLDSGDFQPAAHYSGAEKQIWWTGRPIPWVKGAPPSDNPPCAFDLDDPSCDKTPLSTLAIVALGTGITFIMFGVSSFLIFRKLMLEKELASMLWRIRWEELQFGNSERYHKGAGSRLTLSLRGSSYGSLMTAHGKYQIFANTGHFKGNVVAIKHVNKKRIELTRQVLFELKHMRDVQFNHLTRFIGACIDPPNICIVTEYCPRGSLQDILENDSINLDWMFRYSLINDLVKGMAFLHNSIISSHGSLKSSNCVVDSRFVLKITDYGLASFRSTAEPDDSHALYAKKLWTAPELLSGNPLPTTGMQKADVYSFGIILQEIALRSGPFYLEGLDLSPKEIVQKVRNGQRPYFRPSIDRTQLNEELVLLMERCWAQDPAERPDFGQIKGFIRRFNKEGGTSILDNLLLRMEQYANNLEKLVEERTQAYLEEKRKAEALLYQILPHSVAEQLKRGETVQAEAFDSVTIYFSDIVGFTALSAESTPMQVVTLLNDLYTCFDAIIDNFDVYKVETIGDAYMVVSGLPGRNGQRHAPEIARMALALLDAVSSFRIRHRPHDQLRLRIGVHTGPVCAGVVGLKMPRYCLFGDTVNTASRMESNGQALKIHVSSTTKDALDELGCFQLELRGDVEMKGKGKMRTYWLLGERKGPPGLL
HTRA1 inhibitor – blocks human HTRA1 serine peptidase. recombinant HTRA1, FP-rhodamine activity-based probe, fluorescence polarization. Q92743. AID 504803. inhibition, % at 5.96 µM. 0.5% of 340,000 active; in the data active means inhibition above about 36%;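 further: 0% = enzyme with DMSO and 100% = wells lacking enzyme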
SIAE inh – human SIAE inhibition, primary screen; inhibition, % at 9.66 µM; SIAE FP-Rh probe binding, fluorescence polarization; 0.69% of 370,000 active; Q9HAT2;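 active means inhibition above a cutoff: mean of compounds within the control limits plus 3 SD of those, cut at about 17% in these data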;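 further: 0% = plate median of compound wells and 100% = probe without SIAE protein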
rCAG binder – molecules binding r(CAG) RNA repeats | r(CAG) RNA repeat, TO-PRO-1 dye displacement fluorescence | inhibition, % at 3 µM | 1.3% of 370,000 active;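 active means inhibition above the plate cutoff, the mean of all test compounds on that plate plus 3 SD, cut at about 35% in these data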;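 further: 0% = DMSO alone and 100% = 100 µM mitoxantrone as full dye displacement; higher means more dye released from RNA so lower well fluorescence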
LEDGF integ inh – blocks HIV-1 LEDGF/p75-dependent DNA integration; AID 743269; TR-FRET IN-LEDGF/p75 DNA integration, Eu/Cy5; 0.64% of 370,000 active; inhibition, % at 3.7 µM;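 active means inhibition above the screen-wide mean plus 3 SD, cut at about 13% in these data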;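 further: signal is the Cy5 over europium emission ratio at 671 and 618 nm; 0% = plate median of compound wells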
TCR-CD3 inh – human TCR-CD3 binding inhibition; TAMRA-labeled TCR probe fluorescence, biochemical; inhibition, % at 9.4 µM; 0.37% of 360,000 active; AID 651800; in the data active means inhibition above about 19%;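 further: recombinant mutant TCR 2C K166C tagged with TAMRA read by polarization; 0% = receptor in buffer alone and 100% = receptor with positive control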
PRMT1 inh – inhibitors of human PRMT1 | Q99873 | recombinant PRMT1, activity-based probe fluorescence polarization | inhibition, % at 2.79 µM | 1.3% of 370,000 active | AID 652257;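 active means inhibition above about 21% made by adding two undisclosed values, limit read from the data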
MBD2 inh – MBD2-methylated oligo binding inhibition; Q9UBB5; TR-FRET, MBD2 binding to methylated oligonucleotide; inhibition, % at 4.4 µM; 0.31% of 370,000 active; in the data active means inhibition above about 13%
TDP2 inh – TDP2 (human) inhibition, absorbance primary screen; O95551; recombinant TDP2, T5PNP hydrolysis, p-nitrophenol absorbance 415 nm; inhibition, % at 12.8 µM; 0.34% of 370,000 active; AID 720702;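 active means inhibition above the mean of all tested compounds plus 3 SD, set per campaign, cut at about 25% in these data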;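 further: 0% = DMSO with enzyme and 100% = buffer with substrate but no TDP2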
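Read-out basis: percent inhibition. System: recombinant human TDP2. Buffer or medium: Mg2+-containing Tris-HCl buffer, pH 7.5. Repeats: single replicate. Timing: reaction 2 h, 37 °C. Benchmarks: high control without enzyme, low control DMSO plus TDP2. Probe or stimulus: 5 mM T5PNP. Doses: 12.8 µM only. Measured by: epi absorbance of p-nitrophenol freed from T5PNP by hydrolysis.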
mABHD4 FP – inhibitors of mouse ABHD4; Q8VD66; purified mABHD4, FP-Rh probe fluorescence polarization; inhibition, % at 8.92 µM; 0.54% of 370,000 active; AID 720543;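 active means inhibition exceeding the mean over every tested compound plus 3 SD, cut at about 30% in these data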;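 further: 0% = plate median of compound wells and 100% = S159A mutant with DMSO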
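Assay system: mABHD4 protein; medium: HEPES pH 7.0, NaCl, Pluronic buffer; dosing: 8.92 µM, single dose; schedule: 45 min + 60 min at 25 °C; signal: FP readout, ex 525 nm / em 598 nm; read-out: normalized percent inhibition of probe labeling; repeats: single replicate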
* marks the source's active call; other numbers are inactive results; x = not tested or not shown. Only part of the results is shown; rates above refer to the full screens.

SMILES	NPR2 activator	HTRA1 inhibitor	SIAE inh	rCAG binder	LEDGF integ inh	TCR-CD3 inh	PRMT1 inh	MBD2 inh	TDP2 inh	mABHD4 FP
CCOC(=O)c1ccc(NC(=O)CSc2nnc(CNC(=O)c3c(F)cccc3Cl)o2)cc1	-2	-10	-4	7	-1	0	-1	5	11	-5
O=C(Nc1ccc(Cl)c(Cl)c1)Nc1nccs1	-4	-54	-36	62*	-2	-5	1	-1	-8	-44
COc1ccccc1C(=O)NCCC(=O)NCc1ccccn1	1	7	-2	4	-4	-3	3	4	7	-1
CCSc1ccccc1C(=O)Nc1cccc(OC)c1	1	-6	16	-2	-1	-7	3	0	-1	0
COc1ccc(C(=O)Nc2ccccc2C(=O)NCc2ccco2)cc1OC	0	-12	-8	0	1	1	0	3	8	-3
Cc1nc2c3cc(Cl)ccc3n(CCN3CCCCC3)c2s1	-11	-21	-12	-5	-2	-17	8	8	-19	5
Cc1noc(C)c1COc1cccc(C(=O)NC(C)(C)C)c1	3	-10	9	-2	-3	10	-1	-3	-9	2
COCCN(CC(=O)Nc1ccccc1C(F)(F)F)C(=O)/C=C/c1cc(Cl)c2c(c1)OCO2	-5	-16	-2	5	0	0	-2	-2	2	-1
CCN(CC)S(=O)(=O)c1ccc2[nH]c(=O)cc(C(=O)Nc3ccc(C)c(S(=O)(=O)N(CC)CC)c3)c2c1	3	-57	-35	14	0	9	0	-6	7	-26
CCOC(=O)C(C(=O)NCc1ccc(F)cc1)c1ncc(C(F)(F)F)cc1Cl (stereo not given)	3	5	-1	-9	-2	8	-3	3	7	-2
CCCCc1ccc(NC(=S)Nc2ccc(Nc3ccc(OC)cc3)cc2)cc1	-3	31	27*	7	3	-5	10	-2	7	25
CCOc1ccc(CCNC(=O)C2CCN(S(=O)(=O)N3CC(C)CC(C)C3)CC2)cc1OCC (stereo not given)	1	3	1	-2	2	9	0	-2	2	-1
COCCNC(=O)C1(C)Cc2c(-c3ccc4c(c3)OCO4)ccnc2O1 (stereo not given)	-2	x	2	1	0	-4	2	-5	-6	4
COCCn1nnnc1C(c1ccc(OC)cc1OC)N1CCN(c2ccccc2F)CC1 (stereo not given)	1	4	0	-9	3	-3	-3	-2	5	-3
NC(=O)c1oc2ccccc2c1NC(=O)CN1CCCCC1	-1	1	-1	-1	0	4	-2	-5	1	6
O=S(=O)(Oc1ccccc1-c1ccccc1)c1ccccc1	-7	-8	0	1	2	-7	1	1	2	-14
Cc1[nH]n(C(C)(C)C)c(=O)c1Sc1ccccc1	9	1	-13	-2	-1	3	2	-6	7	-1
Cc1nnc(-c2ccccc2)[nH]c1=O	-5	0	-1	-2	1	0	-3	-1	5	0
CCCOC(=O)Cn1cnc2scc(-c3ccc(C)cc3)c2c1=O	3	-7	0	0	1	0	1	-4	4	0
Cn1cc(S(=O)(=O)Nc2ccc3c(c2)OCCO3)cn1	-1	4	0	3	-5	-2	9	8	-7	-9
COC(=O)[C@]12C[C@H](CC(=O)NCc3ccc(OC)c(OC)c3)C(=O)N(Cc3ccc4c(c3)OCO4)C1=C[C@H](C(C)(C)C)O[C@@H]2C	2	x	2	2	3	1	-1	1	4	2
O=C(NC(=S)Nc1ccc2c(c1)OCCO2)c1ccco1	2	7	-5	-4	-1	2	-3	4	5	3
Cc1ccc(S(=O)(=O)N2CCCC(C(=O)NCCc3ccc(S(N)(=O)=O)cc3)C2)cc1 (stereo not given)	2	-2	-4	2	3	-2	-4	3	-7	-10
Clc1ccc2nc(C3CCCCC3)c(Cc3ccsc3)n2c1	-13	x	0	19	7	11	1	-1	-12	-2
CC(C(=O)N1CCOCCOCCOCC1)N1C(=O)c2ccccc2C1=O (stereo not given)	3	-1	7	-1	1	5	-2	5	3	3

Just PRMT1 inh and TDP2 inh, for some of the entries so far:
| structure | PRMT1 inh | TDP2 inh |
| --- | --- | --- |
| Cc1nnc(-c2ccccc2)[nH]c1=O | -3 | 5 |
| CCCOC(=O)Cn1cnc2scc(-c3ccc(C)cc3)c2c1=O | 1 | 4 |
| Cn1cc(S(=O)(=O)Nc2ccc3c(c2)OCCO3)cn1 | 9 | -7 |
| COC(=O)[C@]12C[C@H](CC(=O)NCc3ccc(OC)c(OC)c3)C(=O)N(Cc3ccc4c(c3)OCO4)C1=C[C@H](C(C)(C)C)O[C@@H]2C | -1 | 4 |
| O=C(NC(=S)Nc1ccc2c(c1)OCCO2)c1ccco1 | -3 | 5 |

The list goes on.
SMILES	NPR2 activator	HTRA1 inhibitor	SIAE inh	rCAG binder	LEDGF integ inh	TCR-CD3 inh	PRMT1 inh	MBD2 inh	TDP2 inh	mABHD4 FP
O=C(Nc1nn[nH]n1)C12CC3CC(CC(C3)C1)C2	3	-4	1	-1	5	-5	0	3	-15	3
CCOc1ccc(NC(=O)Nc2ccc3c(c2)CCC3)cc1	5	0	-8	-1	4	10	0	-3	3	2
O=C(Nc1sc2c(c1C(=O)NC1CCCCC1)CCC2)c1ccco1	2	-8	5	3	0	3	1	-1	15	2
CC1=C(C(=O)N2CCOCC2)CC(CC(=O)NC(c2ccccc2)c2ccccc2)C(=O)N1Cc1ccc(C(C)(C)C)cc1 (stereo not given)	4	-36	-6	4	1	1	-9	5	-5	-6
CSC1=NC2(C)CCCCC2C12C=CC(=O)C=C2 (stereo not given)	3	-3	2	-3	-2	2	3	1	17	6
CSc1nc(N)nc2c1ncn2CC(=O)NCCCc1ccccc1	0	1	-2	0	6	2	-2	-3	3	-12
N#CCC(=O)Nc1ccc(C(=O)Nc2cccnc2)cc1	3	4	-5	2	1	5	7	3	8	-2
CCN(CCNC(=O)CN(C)S(=O)(=O)c1cccc2nsnc12)c1ccccc1	0	8	4	1	0	4	0	-8	7	3
COc1ccc(N2CCN(C(=O)Cn3c(=O)[nH]c4ccccc4c3=O)CC2)cc1	-1	x	2	-2	-3	3	0	-5	8	-4
O=C(Nc1ccccc1)c1cccc(Cn2cc(C(F)(F)F)ccc2=O)c1	-2	-9	6	-6	-2	-6	-2	5	2	0
CNC(=S)N/N=C(\C)c1ccc(C(C)(C)C)cc1	4	8	-1	-1	-2	5	0	1	8	5
O=C(Nc1ccc2c(c1)CCC2)c1cc(S(=O)(=O)Nc2ccc(F)cc2)c(Cl)cc1Cl	0	-42	-48	12	-1	-9	0	-5	-1	-13
CCCOc1ccc(-c2nc(C#N)c(N3CCC(C(N)=O)CC3)o2)cc1	-2	-1	0	-2	0	10	2	3	4	-3
COc1ccc(OC)c(C(c2nnnn2CC2CCCO2)N2CCN(C3CCCC3)CC2)c1 (stereo not given)	-3	-3	-2	-5	-2	6	2	-1	-9	-1
O=C(OCCN1C(=O)c2ccccc2C1=O)c1cnccn1	6	-2	2	1	-3	-2	3	2	-4	1
NNC(=S)Nc1c(Br)cc(F)cc1Br	6	-3	0	0	-4	-9	5	1	0	1
CCn1c(-c2cc(OC)c(OC)c(OC)c2)n[nH]c1=S	-2	-3	5	1	-2	5	-1	-3	5	-3
Cc1onc(-c2ccccc2Cl)c1C(=O)NNC(=O)c1cccc(F)c1	3	10	-4	2	4	1	-3	-7	-23	-10
CC(C)NS(=O)(=O)c1ccc(Oc2ncc(C(F)(F)F)cc2Cl)cc1	-7	-7	-16	0	2	3	-3	2	-16	-18
CC(C)(C)NC(=O)C(c1cc2ccccc2o1)n1c(=O)c(-c2ccco2)nc2ccccc21 (stereo not given)	-4	x	-11	30	0	-8	23*	-3	-3	-6
Clc1ccc(CNc2nc(N3CCOCC3)nc(N3CCOCC3)n2)cc1	-6	0	9	1	0	-2	0	-3	-3	3
O=S(=O)(N/N=C\c1cn(-c2ccccc2)nc1-c1ccccc1)c1ccccc1	-3	-24	-10	35*	-2	9	-3	-3	9	-35
O=C(CSc1nnc(CNC(=O)c2ccco2)o1)Nc1ccccc1F	0	4	5	-1	5	0	4	2	13	2
Cc1nn(Cc2cccc(C(=O)NN)c2)c(C)c1Cl	0	-25	-1	2	0	-3	3	3	10	-1
Nc1ncnc2c1ncn2[C@@H]1O[C@H](CNC(=O)OC[C@@H](N)Cc2ccccc2)[C@@H](O)[C@H]1O	0	x	0	5	-2	6	-1	-3	1	0
Carrying on.
SMILES	NPR2 activator	HTRA1 inhibitor	SIAE inh	rCAG binder	LEDGF integ inh	TCR-CD3 inh	PRMT1 inh	MBD2 inh	TDP2 inh	mABHD4 FP
CCCCCc1ccc(NC(=O)O[C@@H]2CC[C@@]34CCCN3C(=O)CCC[C@H]4C2)cc1	-2	x	0	x	-5	x	3	-1	-1	-9
COc1cccc(C(=O)N2C(C(C)C)COc3cc(Br)ccc3S2(=O)=O)c1 (stereo not given)	-1	-64	1	4	-4	5	-1	3	4	-3
COc1cc(S(=O)(=O)N2CCn3cccc3C2C)ccc1NC(C)=O (stereo not given)	0	6	6	9	2	-4	17	-1	-5	-12
COC(=O)CC(=O)O[C@H]1C=C[C@@H](NC(=O)OC(C)(C)C)C1	1	1	3	1	-4	4	-2	0	1	2
CCc1ccc(C(=O)/C=C/c2ccc([N+](=O)[O-])o2)cc1	-15	6	0	38*	2	2	19	-1	-6	18
Cn1c(Sc2ccccc2Cl)c(C=O)c2ccccc21	-2	-37	-3	4	-1	-5	3	-1	-4	-14
Cc1ccc(C(=O)NCC(=O)NCc2cc(=O)n(C)c(=O)n2C)cc1	7	9	8	4	1	8	-1	-2	18	5
CCCCCCCCN1C(=O)[C@@H](CC(=O)N2CCN(C(=O)C3CC3)CC2)C[C@@]2(C(=O)OC)C1=C[C@H](C(C)(C)C)O[C@@H]2C	-1	x	3	7	-3	-3	5	7	-1	-6
CCN1CCN(CCC(=O)Nc2ccc(Br)cc2)CC1	5	1	2	-5	-2	10	-1	1	8	0
CCOc1ccc(OCC(=O)Nc2ccc(N3CCCCC3)cc2)cc1	1	7	-4	-4	-3	1	8	2	-14	-16
Cc1cc(-c2csc(NC(=O)c3ccc(=O)[nH]c3)n2)c(C)n1Cc1ccccc1	-6	18	26*	18	17*	1	10	7	-7	-6
N#Cc1nc(-c2cccs2)oc1NCc1ccc(Cl)cc1	5	-41	9	5	7	3	-4	-4	5	1
Cc1cc(C)c(C(=O)COC(=O)CN2C(=O)NC3(CCCC3)C2=O)cc1C	5	-3	-3	4	-1	-3	3	-2	-2	2
Cc1ccc(CSc2nnc(-c3ccc4c(c3)OCO4)o2)cc1	3	-2	0	2	-2	2	-1	0	13	4
O=C(CCNC(=O)c1ccc(Br)cc1)NCCCN1CCOCC1	0	0	6	1	-2	-1	6	6	5	7
Cc1ccc(NC(=O)CNC(=O)COc2ccccc2)nc1	7	-2	6	-4	-2	-5	2	3	21	3
CSc1ccc(/C=N/NC(=O)c2cccc(Cl)c2)cc1	-4	-11	-10	3	-3	-2	3	1	1	-8
Cc1noc(C)c1-c1ccc(C(=O)Nc2cccc(C(F)(F)F)c2)c2occc12	7	x	-10	4	-3	10	-3	0	-2	-21

Quoted from the listing.
Under LEDGF integ inh, Cc1ccc(C(=O)NCC(=O)NCc2cc(=O)n(C)c(=O)n2C)cc1 shows 1
Under NPR2 activator, CCc1ccc(C(=O)/C=C/c2ccc([N+](=O)[O-])o2)cc1 shows -15
